Screening data as filed in PubChem BioAssay.
PI5P4Ka inh: PI5P4K alpha (human) kinase inhibition; P48426; max response, %; 1.2% of 330,000 active; AID 652105; PI5P4Kalpha enzyme, ADP-Glo luminescence, 60 min; hits give low values; active = max response of -50% or lower; inconclusive = between -30% and -50%; inactive = -30% or higher; note: value at the top dose of about 77 µM; % is set by controls: 0 for no effect and ±100 for the full control effect
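Human PI5P4Kalpha with substrate in 0.038 M HEPES pH 7.4, 0.28 mM EGTA, 0.1% CHAPS, 5% DMSO; reaction started with 5 microM ATP (final), 60 min at room temperature. ADP formed read by ADP-Glo luminescence.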
PLK1 PBD block: blocks phosphopeptide binding to human PLK1 polo-box domain; P53350; Plk1 PBD binding of FITC phosphopeptide, fluorescence polarization; Potency, µM, inactives show max response, negative = inhibition, hits mostly inhibitors; 2.8% of 360,000 active; note: potency is the fitted concentration of half-maximal effect; series mostly up to about 57 µM; % is set by controls: 0 for no effect and ±100 for the full control effect; nearly all actives have a fitted effect of over 65% in size
Abeta rescue: compounds reversing amyloid beta toxicity in yeast; yeast expressing A-beta42, growth rescue, OD600, 48 h; response scale: 0% DMSO, 100% iron-clioquinol control; Potency, µM (titrated, usually from 46.1 µM), for the others: at the top dose growth rescue, most hits filed as activators; 0.063% of 410,000 active; AID 1347071; note: potency is the fitted concentration of half-maximal effect; nearly all actives have a fitted effect of over 55% in size
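Yeast A-beta toxicity model in growth medium with pinned compounds, 48 h at 30 C; growth read as absorbance at 600 nm. Normalized to FeCl3/clioquinol equimolar mix (positive) and DMSO (negative).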
FUS yeast rescue: FUS proteinopathy suppression in yeast; S. cerevisiae FUS-expressing, growth rescue, OD600, 24 h; Potency, µM (highest dose often 76.6 µM), inactives show top-dose growth rescue (activation), usual class: activators; 0.24% of 390,000 active; AID 1347120;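 note: potency is the fitted concentration of half-maximal effect; plate controls were DMSO vehicle for no effect and reference control for full effect; nearly all actives have a fitted effect of over 55% in size; some results filed as inactive show a strong effect at the top dose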
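Compound concentration series was pinned onto galactose-induced FUS-expressing yeast seeded at OD 0.005. Plates sat 24hr at 30C; absorbance at 600 nm gave growth. DMSO served as background control.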
WRN helicase inh: inhibitors of human WRN helicase; WRN helicase unwinding, fluorescent forked duplex, kinetic; Potency, µM (top dose mostly 114 µM), without a hit: at the top dose activity change, negative = inhibition, most hits filed as inhibitors; 0.46% of 360,000 active; note: potency is the fitted concentration of half-maximal effect; % is set by controls: 0 for no effect and ±100 for the full control effect; nearly all actives have a fitted effect of over 55% in size
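Enzyme (20 nM final) and test compound sit together 15 min at room temperature before substrate addition. Substrate is a single-forked duplex oligonucleotide (100 nM) labelled with fluorophore and quencher, with 2 mM ATP; helicase unwinding raises red fluorescence, read kinetically.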
EPAC1 agonist: agonists of human EPAC1 | O95398 | EPAC1 agonist qHTS, biochemical assay; response scale: 100% = response to 6.5 mM cAMP | Potency, µM (series often up to 154 µM), for the others: at the highest dose activation, hits mostly activators | 0.073% of 360,000 active | AID 720707; note: potency is the fitted concentration of half-maximal effect; nearly all actives have a fitted effect of over 60% in size
Target sequence (O95398 whole entry, looked up): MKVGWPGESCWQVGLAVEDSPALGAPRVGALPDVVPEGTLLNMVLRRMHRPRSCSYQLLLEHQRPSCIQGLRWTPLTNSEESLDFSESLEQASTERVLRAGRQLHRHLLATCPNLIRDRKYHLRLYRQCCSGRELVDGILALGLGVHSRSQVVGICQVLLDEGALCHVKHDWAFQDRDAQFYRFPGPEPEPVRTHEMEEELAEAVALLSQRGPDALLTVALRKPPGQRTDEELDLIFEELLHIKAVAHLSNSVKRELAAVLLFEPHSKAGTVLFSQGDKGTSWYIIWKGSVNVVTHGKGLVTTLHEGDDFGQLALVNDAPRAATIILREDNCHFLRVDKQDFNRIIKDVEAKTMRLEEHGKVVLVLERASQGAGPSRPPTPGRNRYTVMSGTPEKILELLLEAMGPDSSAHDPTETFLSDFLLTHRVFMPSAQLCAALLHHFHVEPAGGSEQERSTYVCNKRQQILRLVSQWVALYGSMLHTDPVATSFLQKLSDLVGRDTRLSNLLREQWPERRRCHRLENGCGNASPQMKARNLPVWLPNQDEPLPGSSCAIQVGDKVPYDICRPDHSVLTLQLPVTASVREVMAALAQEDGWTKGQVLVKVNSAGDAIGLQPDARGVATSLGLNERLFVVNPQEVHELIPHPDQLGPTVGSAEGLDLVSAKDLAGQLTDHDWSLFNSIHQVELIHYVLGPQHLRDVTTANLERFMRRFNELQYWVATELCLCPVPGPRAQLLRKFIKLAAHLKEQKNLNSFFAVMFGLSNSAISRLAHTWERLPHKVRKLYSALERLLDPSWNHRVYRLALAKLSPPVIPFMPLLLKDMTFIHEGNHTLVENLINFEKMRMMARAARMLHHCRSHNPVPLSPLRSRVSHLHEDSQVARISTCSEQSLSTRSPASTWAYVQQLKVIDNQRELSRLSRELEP
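Nucleotide exchange by EPAC1 (100 nM) on Rap1B–BODIPY-GDP (250 nM) in the presence of 50 uM GDP is tracked fluorescently at 480/540 nm over 30 min. Signals are normalized to a 6.5 mM cAMP control.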
EPAC1 antag: EPAC1 (human) antagonism. O95398. EPAC1 GEF assay, Rap1b-BODIPY-GDP exchange fluorescence. Potency, µM (doses to about 115 µM), without a hit: at the highest dose activity change, negative = inhibition, hits mostly inhibitors. 0.14% of 360,000 active. AID 720709;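 note: potency is the fitted concentration of half-maximal effect; plate controls were vehicle for no effect and positive control for full effect; nearly all actives have a fitted effect of over 50% in size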
aSyn yeast inh: rescues yeast growth from alpha-synuclein toxicity; Yeast expressing alpha-synuclein, growth rescue, BacTiter-Glo, 24 h; Potency, µM (titrated, usually from 46.1 µM), for inactives: at the top dose growth rescue (activation), usual class: activators; 0.14% of 370,000 active; AID 652106; note: potency is the fitted concentration of half-maximal effect; % of control where 0% means no effect; nearly all actives have a fitted effect of over 65% in size
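Galactose-induced alpha-syn yeast (OD600=0.02, raffinose-pregrown) + pinned cpd, 24 hr, 30 deg C; growth by BacTiter-Glo luminescence. Growth restoration scores as activation.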
IL2 activator: activators of IL-2 | IL-2 activation reporter assay, cell-based qHTS; stimulated with anti-CD3/CD4/CD28 beads; in transgenic mouse T cells | activation, % (series mostly up to about 46 µM) | 0.065% of 360,000 active | AID 652025; in the data active = activation above about 50%; inconclusive = mostly about 30% to 49%; note: 0% is about no effect
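EGFP and DsRed fluorescence is measured by plate cytometry in unstimulated transgenic mouse T cells exposed to compound for 60 minutes, then stimulated 18 hours at 37 degrees C with anti-CD3/anti-CD4 beads plus anti-CD28.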
Numbers without * were called inactive; ? = inconclusive; . = no result given; [ ] = dose if it differs, or a comment. Unless noted, calls come from the whole dose curve; as a rule, active = well fitted curve in the direction sought with a large enough effect; inconclusive = small, poorly fitted or top-dose-only effect, or another doubt; inactive = no such curve, though single readings can be large; an effect the other way counts as inactive or inconclusive.

No.	Molecule	PI5P4Ka inh	PLK1 PBD block	Abeta rescue	FUS yeast rescue	WRN helicase inh
1	CCOc1ccc(Cn2nnc(C(=O)NCCc3ccccc3)c2N)cc1	3	-2%	-19%	-33%	-1%
2	O=C(N/N=C\c1ccc(CNS(=O)(=O)c2ccc(Cl)cc2)o1)C(=O)Nc1ccc(Oc2ccccc2)cc1	-11	-1%	-16%	32%	-4%
3	Oc1ccccc1CNc1nccs1	5	0%	-9%	-7%	1%
4	COc1ccccc1NS(=O)(=O)c1cccc(NC(=O)C2CC(=O)N(Cc3ccccc3)C2)c1 (stereo not drawn)	-6	0%	4%	16%	-10%
5	Cn1c(=O)c2[nH]c(N=Nc3ccc(N)cc3N)nc2n(C)c1=O	?	2%	-10%	16%	-11%
6	Cc1cc(C)n(/N=C/c2ccc(O)cc2)c(=O)c1C#N	-11	30µM*	-21%	7%	2%
7	CCn1c(SCC(=O)NC2CCCCC2)nc2c(c1=O)SCC2	-3	-6%	-4%	.	-32%
8	COC(=O)C1CN(S(=O)(=O)c2ccc(C)cc2)CCN1S(=O)(=O)c1ccc(C)cc1 (stereo not drawn)	-1	-10%	5%	-12%	3%
9	CC(=O)Nc1sc(C)c(C)c1C(=O)OCCOc1ccccc1	16	2%	-11%	40%	-13%
10	CC1(C)CC(=O)C(CCC(=O)c2ccccc2)C(C)(C)N1 (stereo not drawn)	.	-5%	-5%	22%	11%

No.	EPAC1 agonist	EPAC1 antag	aSyn yeast inh	IL2 activator
1	-8%	-4%	-2%	-2.7
2	-10%	-26%	-3%	-1.1
3	-7%	-6%	-6%	-1.9
4	4%	-20%	6%	0.0
5	16%	-8%	-17%	0.8
6	-5%	4%	-8%	-0.5
7	0%	-7%	-21%	-1.5
8	-2%	-17%	2%	1.0
9	1%	-6%	0%	-1.9
10	-2%	14%	-8%	-2.5

Next part; it opens with the two that closed the last part.
No.	Molecule	PI5P4Ka inh	PLK1 PBD block	Abeta rescue	FUS yeast rescue	WRN helicase inh
9	CC(=O)Nc1sc(C)c(C)c1C(=O)OCCOc1ccccc1	16	2%	-11%	40%	-13%
10	CC1(C)CC(=O)C(CCC(=O)c2ccccc2)C(C)(C)N1 (stereo not drawn)	.	-5%	-5%	22%	11%
11	N#C/C(=C\c1ccc(-c2nc3ccccc3s2)o1)C(N)=O	-11	-3%	-14%	-4%	-9%
12	C=CCNc1nc(NCCNC(C)=O)c2sc(-c3ccccc3)cc2n1	-9	-3%	-16%	-7%	4%
13	CC1CCc2nn(CC(=O)NC3CCCC3)cc2C1 (stereo not drawn)	-2	-11%	15%	-21%	2%
14	CC/C(=N\Nc1ccc([N+](=O)[O-])cc1)c1ccccc1	2	17µM*	26%	4%	-6%
15	COc1cc(C2C(C#N)=C(N)Oc3cc(C)oc(=O)c32)cc2c1OCO2 (stereo not drawn)	?	-24%	19%	?	-30%
16	CN(C(=O)c1ccc(NC(=O)C2CC=CCC2C(=O)O)cc1)c1ccccc1 (stereo not drawn)	.	-7%	0%	23%	-2%
17	Cc1onc(NC(=O)NC(=O)c2c(F)cccc2Cl)c1Br	-6	-4%	-3%	15%	4%
18	Cc1ccc2[nH]c(=O)c(CN(Cc3ccc4c(c3)OCO4)Cc3nnnn3C3CCCC3)cc2c1	1	-8%	-9%	.	?
19	O=C(Nc1cccc(Cl)c1)ON1CCCCC1	1	-26%	3%	32%	-2%
20	Cc1ccc(NC(=O)CCN2C(=O)OC(C)(C)C2(C)O)cc1 (stereo not drawn)	0	-1%	2%	-5%	5%

No.	EPAC1 agonist	EPAC1 antag	aSyn yeast inh	IL2 activator
9	1%	-6%	0%	-1.9
10	-2%	14%	-8%	-2.5
11	-9%	19%	-1%	0.2
12	-1%	-9%	-4%	1.9
13	-6%	?	1%	-1.5
14	15%	1%	11%	-1.7
15	1%	-8%	7%	0.0
16	-4%	11%	-2%	-2.4
17	-7%	21%	14%	1.5
18	-4%	-12%	7%	0.7
19	7%	12%	4%	-1.5
20	-2%	0%	0%	-1.6

3 entries from above, arranged by their value in PI5P4Ka inh, descending.
| entry | smiles | PI5P4Ka inh | PLK1 PBD block | WRN helicase inh | EPAC1 antag | IL2 activator |
| --- | --- | --- | --- | --- | --- | --- |
| 1 | CCOc1ccc(Cn2nnc(C(=O)NCCc3ccccc3)c2N)cc1 | 3 | -2% | -1% | -4% | -2.7 |
| 20 | Cc1ccc(NC(=O)CCN2C(=O)OC(C)(C)C2(C)O)cc1 (stereo not drawn) | 0 | -1% | 5% | 0% | -1.6 |
| 6 | Cc1cc(C)n(/N=C/c2ccc(O)cc2)c(=O)c1C#N | -11 | 30µM* | 2% | 4% | -0.5 |

The list continues.
No.	Molecule	PI5P4Ka inh	PLK1 PBD block	Abeta rescue	FUS yeast rescue	WRN helicase inh
21	ON=C1CCN(c2ncc(C(F)(F)F)cc2Cl)CC1	1	-11%	4%	0%	3%
22	COc1ccc(CCC(=O)OCC(=O)N(C)c2c(N)n(Cc3ccccc3)c(=O)[nH]c2=O)cc1	6	1%	-14%	33%	-7%
23	CC(=O)Nc1ccc(SCC(=O)c2cc(C)n(Cc3cccs3)c2C)cc1	4	-6%	6%	18%	-7%
24	CC(=O)Nc1ccc(S(=O)(=O)N2CCN(CCc3ccccc3)CC2)cc1	-1	2%	-5%	-14%	0%
25	CN1CC(=O)Nc2ccc(F)cc2C1=O	0	-1%	7%	-6%	4%
26	N#Cc1ccccc1NC(=O)CN1CCN(Cc2ccccc2)CC1	-7	5%	-7%	-3%	-3%
27	CC(Oc1ccc(F)cc1)C(=O)Nc1ccc2ccccc2c1 (stereo not drawn)	.	-7%	-8%	20%	2%
28	CC(=O)c1ccc(NC(=S)NCc2ccc(Cl)cc2Cl)cc1	8	-2%	-6%	-5%	-9%
29	COC(=O)c1cccc(NS(=O)(=O)c2ccc(OC)cc2)c1C	0	1%	17%	-14%	-2%
30	CC(C)(C)C(=O)OCC1OC(n2cnc(C(N)=O)n2)C(O)C1O (stereo not drawn)	.	-5%	-11%	6%	-1%

No.	EPAC1 agonist	EPAC1 antag	aSyn yeast inh	IL2 activator
21	2%	1%	-10%	-2.1
22	-8%	17%	6%	-0.7
23	0%	-23%	-6%	-0.7
24	21%	2%	-1%	0.1
25	3%	5%	6%	0.6
26	-7%	7%	0%	-1.1
27	?	-11%	-2%	-1.9
28	7%	-9%	0%	1.5
29	-2%	12%	-2%	1.6
30	0%	-1%	-1%	-1.0

More records follow.
No.	Molecule	PI5P4Ka inh	PLK1 PBD block	Abeta rescue	FUS yeast rescue	WRN helicase inh
31	COc1ccc(OC)c(S(=O)(=O)NC(C)CCc2ccccc2)c1 (stereo not drawn)	-2	-1%	8%	4%	5%
32	Cc1ccc(C)c(Nc2c([N+](=O)[O-])c(=O)oc3ccccc23)c1	-1	-12%	8%	13%	0%
33	Cc1nn(Cc2ccccc2)c(C)c1C(=O)NCCCN1CCCC1=O	-4	-5%	-5%	6%	5%
34	COc1cc(/C=C2\C(=O)ON=C2c2ccccc2)cc(Br)c1O	-85*	?	-18%	36%	?
35	O=C(Cc1ccc(O)cc1)N/N=C/c1cccnc1	-1	-4%	-10%	-9%	14%
36	COC(=O)CSc1nc(NC(C)C)nc(N2CCOCC2)n1	1	-9%	12%	-10%	-5%
37	S=c1[nH]nc(C2CCCCC2)n1/N=C/c1cccc(Br)c1	-5	-14%	2%	-2%	0%
38	O=C(CCc1ccccc1)NNC(=S)NC(=O)c1ccccc1	.	27µM*	-81%[inhibitor]	1%	2%
39	COc1ccc(O)c(/C=N/N2CCCCC2)c1	0	-19%	1%	-13%	7%
40	Cc1ccc(-c2nc3ncccn3c2N)cc1	-8	-4%	-11%	3%	-4%

No.	EPAC1 agonist	EPAC1 antag	aSyn yeast inh	IL2 activator
31	6%	-9%	0%	1.7
32	12%	-5%	5%	-0.5
33	-5%	10%	0%[1.84 µM]	-0.3
34	2%	2%	29%	-0.7
35	1%	16%	0%	1.0
36	17%	-7%	3%	0.3
37	5%	4%	1%	-4.3
38	0%	1%	?	1.4
39	12%	-8%	-10%	0.7
40	9%	-6%	-6%	0.1

Later entries
No.	Molecule	PI5P4Ka inh	PLK1 PBD block	Abeta rescue	FUS yeast rescue	WRN helicase inh
41	Cc1cccc(S(=O)(=O)Nc2cccc3c2C(=O)c2ccccc2-3)c1	.	10%	17%	25%	-8%
42	CC(=O)N(Cc1ccc(F)cc1)c1cccc(C)c1C	3	-4%	1%	16%	-2%
43	COc1ccc(CNC(=O)C/C(C)=N/NC(=O)Cc2ccc(OC)c(OC)c2)cc1	0	2%	8%	-1%	3%
44	COCc1cc(C)[nH]c(=O)c1C#N	3	-8%	-7%	?	-30%[57.1 µM]
45	O=C(CCc1nc2ccccc2c(=O)[nH]1)Nc1nnc(SCc2ccc(Cl)cc2)s1	-26	-11%	3%	58%	-26%
46	COc1ccc(CNC(=O)[C@H](CCSC)NC(=O)N2CCn3c2nc2ccccc23)cc1	4	-7%	1%	20%	-11%
47	COC(=O)CCC(=O)NC(=S)Nc1ccccc1F	1	1%	10%	-1%	-6%
48	S=C(NCCN1CCOCC1)N/N=C/c1cccs1	4	-8%	-11%	-27%	3%
49	CSc1ccc(CCNC(=O)CCc2nnc3ccc(N4CCCCC4)nn23)cc1	-3	-14%	-14%	13%	-5%
50	O=C(CSc1n[nH]c(=O)[nH]c1=O)c1ccc(Cl)cc1Cl	-3	-12%	-2%	3%	-5%
51	NC(=O)CC(NC(=O)Cc1cccc2ccccc12)c1ccc(N2CCC(N3CCCC3)CC2)c([N+](=O)[O-])c1 (stereo not drawn)	-2	-14%	-4%	-3%	0%
52	COc1ccccc1CNc1cc(C)ccc1C	.	-5%	-3%	5%	2%

No.	EPAC1 agonist	EPAC1 antag	aSyn yeast inh	IL2 activator
41	9%	10%	-7%	6.7
42	-2%	7%	8%	0.4
43	-6%	8%	-1%	-0.1
44	-4%	2%	0%	-2.6
45	6%	-6%	-1%	-0.3
46	9%	-4%	2%	0.9
47	1%	9%	-6%	-0.8
48	10%	15%	-3%	0.1
49	2%	2%	-4%	-2.5
50	9%	13%	-1%	-0.7
51	1%	?	0%	2.1
52	6%	-3%	-3%	-1.4
